Mdm2-MdmX inh: human Mdm2/MdmX binding inhibition. SaOS-2 split-luciferase Mdm2/MdmX complementation, luminescence. 3% of 330,000 active. inhibition, % at 8 µM. O15151+Q00987;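 active means inhibition of at least 50% at 8 µM in the primary screen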
CCR6 antag: blocks CCL20-driven beta-arrestin recruitment at human CCR6 | CHO-K1 CCR6 PathHunter beta-arrestin, luminescence, CCL20-stimulated | 0.49% of 340,000 active | inhibition, % at 20 µM | AID 493098 | P51684;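 active means compounds whose inhibition of the agonist-driven luminescence signal at 20 µM reaches about 50%, limit read from the data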;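 further: cells stimulated with CCL20 at 14 nM final; plate controls were DMSO with CCL20 for no effect and DMSO without agonist for full effect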
Target sequence (P51684 whole entry, looked up): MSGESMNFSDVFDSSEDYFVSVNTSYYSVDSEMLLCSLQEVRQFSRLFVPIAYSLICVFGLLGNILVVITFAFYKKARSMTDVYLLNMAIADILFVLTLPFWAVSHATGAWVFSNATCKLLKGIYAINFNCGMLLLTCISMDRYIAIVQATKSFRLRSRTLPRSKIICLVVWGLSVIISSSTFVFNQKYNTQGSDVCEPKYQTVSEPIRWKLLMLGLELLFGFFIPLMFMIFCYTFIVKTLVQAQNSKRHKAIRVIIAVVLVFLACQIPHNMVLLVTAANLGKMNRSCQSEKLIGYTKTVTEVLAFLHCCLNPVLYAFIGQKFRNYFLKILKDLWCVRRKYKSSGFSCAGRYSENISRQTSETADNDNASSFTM
CXCR6 block: inhibitors of human CXCR6 receptor. inhibition, % at 20 µM. O00574. 0.36% of 360,000 active. CHO-K1 PathHunter CXCR6 beta-arrestin, luminescence. AID 602244; in the data active means inhibition above about 34%, passing the limit was not always enough;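 further: antagonist mode with CXCL16 agonist at 10 nM final; 0% = 10 nM CXCL16 with DMSO and 100% = unstimulated wells without agonist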
Target sequence (O00574 whole entry, looked up): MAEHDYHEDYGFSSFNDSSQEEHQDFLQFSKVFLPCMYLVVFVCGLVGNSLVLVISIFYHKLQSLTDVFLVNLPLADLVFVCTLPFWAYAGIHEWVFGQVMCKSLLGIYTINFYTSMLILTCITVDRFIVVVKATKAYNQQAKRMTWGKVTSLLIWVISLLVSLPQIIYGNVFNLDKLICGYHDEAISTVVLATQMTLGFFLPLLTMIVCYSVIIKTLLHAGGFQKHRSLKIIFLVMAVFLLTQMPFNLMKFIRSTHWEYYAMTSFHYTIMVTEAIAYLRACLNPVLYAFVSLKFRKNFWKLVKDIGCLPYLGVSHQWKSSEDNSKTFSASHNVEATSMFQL
Gli-Sufu block: blocks Gli-Sufu signaling in a luciferase reporter | 0.74% of 340,000 active | inhibition, % at 5 µM | AID 588413 | Sufu-KO-LIGHT fibroblasts, Gli luciferase reporter luminescence;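 active means inhibition above about 55%, limit read from the data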;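 further: 0% = DMSO-treated cells and 100% = wells with medium but no cells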
Jurkat NFkB inh: lowers PMA/ionomycin-induced NF-kB signal in Jurkat cells | PMA/ionomycin-induced NF-kB luciferase reporter, luminescence | inhibition, % at 4 µM | 0.53% of 330,000 active; in the data active means inhibition above about 50%
XBP1 UPR activ: adaptive UPR (XBP1) activation | 0.33% of 330,000 active | AID 463104 | CHO-XBP1 luciferase reporter, IRE1-XBP1 UPR activation, luminescence; percent of tunicamycin response, DMSO as zero | activation, % at 20 µM;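 active means versus positive control, 20 µM dose yields 30% or more activation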;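 further: 100% = tunicamycin at 10 µg/mL and 0% = DMSO only wells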
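Material: CHO-XBP1 cells stably carrying IRE1-XBP1-driven luciferase reporter | Medium: F12 with 10% serum | Compound dosing: 20 µM single concentration, DMSO 1% | Incubation: Overnight seeding at 37 °C, 6 h compound treatment at 37 °C | Detection: Steady-Glo luminescence read | Read-out basis: % activation of reporter signal versus tunicamycin and DMSO controls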
EBI2 antag: EBI2 (human) antagonism; P32249; EBI2 beta-arrestin recruitment, luminescence, 7a,25-OHC stimulated; inhibition, % at 5 µM; 0.81% of 360,000 active; AID 651636; in the data active means inhibition above about 38%;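 further: enzyme fragment complementation signal reports receptor beta-arrestin coupling in cells; 0% = agonist plus DMSO wells and 100% = wells without agonist; some results beyond the cut were filed as inactive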
Target sequence (P32249 whole entry, looked up, the tested form may be a part): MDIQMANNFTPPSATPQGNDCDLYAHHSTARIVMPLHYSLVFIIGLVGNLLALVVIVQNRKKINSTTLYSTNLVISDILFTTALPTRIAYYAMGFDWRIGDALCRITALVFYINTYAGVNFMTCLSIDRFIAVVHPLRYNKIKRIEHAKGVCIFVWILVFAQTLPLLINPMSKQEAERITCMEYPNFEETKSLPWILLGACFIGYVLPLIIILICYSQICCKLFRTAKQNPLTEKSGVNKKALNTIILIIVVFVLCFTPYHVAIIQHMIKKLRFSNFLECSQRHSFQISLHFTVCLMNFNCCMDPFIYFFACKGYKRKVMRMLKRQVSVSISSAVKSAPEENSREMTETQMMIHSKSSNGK
CHOP UPR activ: activators of apoptotic arm of unfolded protein response (CHOP); 0.34% of 330,000 active; AID 449763; CHO-CHOP luciferase reporter, UPR activation, luminescence; percent of tunicamycin response over DMSO baseline; activation, % at 10 µM;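 active means at 10 µM dose, activation of 40% or more, normalized to positive control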;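 further: 100% = tunicamycin at 10 µg/mL and 0% = DMSO alone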
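Test system: CHO-CHOP cells, stable luciferase reporter of PERK-eIF2a-CHOP signalling | Quantity: 500 CHO-CHOP cells per well | Buffer or medium: F12 plus 10% serum | Compound dosing: 10 µM single point, 0.5% DMSO | Schedule: 6 h compound treatment, 37 °C | Signal: Luciferase luminescence | Control set: Tunicamycin high control, DMSO low control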
697 NFkB inh: inhibitors of the PMA/ionomycin-induced NF-kB reporter in 697 B cells; 697 B-cell NF-kB luciferase reporter, 16 h; inhibition, % at 4 µM; 0.33% of 330,000 active; AID 435022; in the data active means inhibition above about 35%
An asterisk follows results filed as active; . = not tested or not shown.

SMILES	Mdm2-MdmX inh	CCR6 antag	CXCR6 block	Gli-Sufu block	Jurkat NFkB inh	XBP1 UPR activ	EBI2 antag	CHOP UPR activ	697 NFkB inh
Cc1occc1C(=O)N(Cc1nc(-c2ccccc2)no1)C(C)C	-4.2	14.1	8.8	-15.5	18.5	-2.3	-3.3	-1.6	-10.2
O=C1c2ccccc2C(=O)N1CC1=NCCc2ccccc21	6.8	15.2	-1.5	-14.3	-0.1	-1.1	4.6	-1.1	21.0
Cc1ccc(-c2nnc(OCc3nc4ccccc4n3C)c3ccccc23)cc1	-15.9	32.1	21.3	-2.7	-13.4	23.0	-12.1	6.3	-25.7
CCc1nnc(NC(=O)CC(C)c2ccccc2)s1 (stereo unspecified)	-10.3	-6.2	2.9	3.9	5.3	-1.1	12.0	0.4	-5.8
O=C(NCc1cccnc1)c1ccc(COc2ccc(Cl)cc2Cl)o1	15.3	-7.3	-10.7	-2.2	12.8	3.1	-1.4	-0.4	-12.5
COc1cc(OC)c(OC)cc1/C=N/n1c(-c2n[nH]c3c2CCC3)n[nH]c1=S	10.8	-0.1	-1.3	3.0	-4.4	5.7	20.2	0.6	6.0
COc1cccc(OC)c1C(=O)NC(C)C12CC3CC(CC(C3)C1)C2 (stereo unspecified)	7.8	5.2	0.2	-0.1	20.5	-1.7	3.8	-0.8	12.1
C=CCC[C@H](Cc1ccc(F)cc1)C(=O)OC[C@H](Cc1c[nH]c2ccccc12)NC(=O)[C@H](CC=C)CC(=O)NCCO	33.3	8.9	5.3	-21.9	45.5	5.5	13.5	6.6	18.0
CC1CCN(c2cc(N)c(Cl)cc2[N+](=O)[O-])CC1	-1.8	18.6	14.5	-12.9	-5.0	1.4	1.5	3.1	0.5
COc1ccc(-c2cc(=Nc3c(C)n(C)n(-c4ccccc4)c3=O)c3ccccc3o2)cc1	-54.2	20.7	10.4	24.7	-69.1	2.6	15.5	0.8	-64.4
CC(NC(=O)Cc1ccc(F)cc1)C(c1cccs1)N1CCN(C)CC1 (stereo unspecified)	0.8	-8.7	1.7	7.8	5.3	-1.8	-9.1	0.0	8.7
Cn1cc(CCNCc2cn[nH]c2-c2ccc(-c3ccccc3)cc2)cn1	19.6	0.4	-2.2	1.5	-7.1	3.9	4.3	1.1	-23.0
Nc1nc(NCCOCCO)nc(NCc2ccccc2)c1[N+](=O)[O-]	5.3	4.6	-6.4	2.9	8.3	-3.9	7.4	1.1	-6.5
COc1ccc(CNC(=O)COC(=O)c2ccc3ncsc3c2)cc1OC	14.2	4.0	-4.4	-4.9	2.9	-1.5	-2.5	0.3	0.2
Cc1cccc(-n2c(C)cc(C=C(C#N)C#N)c2C)c1	-26.8	2.8	-9.4	-11.0	5.7	-2.0	13.1	-1.2	0.9
O=C(COC(=O)c1ccc(O)cc1)NC(=O)NCc1ccccc1	-9.7	-1.6	3.7	-2.3	0.0	3.5	-11.1	-3.0	7.3
C=C1C(C(=O)Nc2ccc(F)cc2)C1C(=O)Nc1ccc(F)cc1 (stereo unspecified)	20.7	0.1	-11.6	-5.4	9.5	-0.2	9.6	-0.7	-6.2
COc1ccc(B(O)O)c(CN2CCN(C(=O)OC(C)(C)C)CC2)c1	.	-8.1	-3.4	-2.6	.	.	0.5	.	.
Cc1noc(C)c1C(=O)N1CCCc2ccccc21	10.1	6.7	-8.1	1.3	3.5	-3.2	-0.9	-0.1	-0.8
O=C(NCc1ccccc1)C1CCCN(S(=O)(=O)c2ccc(Br)cc2)C1 (stereo unspecified)	15.3	15.0	2.6	0.9	21.8	-3.3	20.0	-2.1	-5.1
CCOC(=O)c1ccc(N2C(=O)C=CC2=O)cc1	2.0	113.2*	101.0*	12.6	2.0	-4.4	3.5	46.7*	-2.1
O=C(O)c1[nH]c2ccccc2c1CC(=O)N1CCOCC1	10.8	-1.4	0.4	5.7	-4.2	-0.2	-1.0	2.1	4.2
CCc1ccc(OC(C)C(=O)N(Cc2ccco2)C2CCS(=O)(=O)C2)cc1 (stereo unspecified)	6.2	2.1	1.2	-2.6	-2.5	-2.4	-3.0	-1.8	-5.0
COc1ccc(NC(=O)C(C)N2C(=O)c3ccccc3C2=O)c(OC)c1 (stereo unspecified)	0.1	-0.3	7.5	1.9	-9.0	-3.4	1.8	-0.9	0.3
Cc1cccc(NC(=O)c2ccc(NCC3CCCO3)c([N+](=O)[O-])c2)c1 (stereo unspecified)	13.9	26.7	5.7	-5.7	-18.7	-1.3	6.6	4.8	-5.2
COc1ccccc1NC(=O)CSCC(=O)N1c2ccccc2CCc2ccccc21	20.8	16.8	-2.7	-5.1	3.4	-1.3	4.5	-0.8	-4.4
CCN(CC)S(=O)(=O)c1cccc(C(=O)OCC(=O)c2ccc3c(c2)NC(=O)CO3)c1	33.2	3.4	-10.2	1.2	17.8	-5.0	8.7	-0.9	-5.7
COCCCNCCCCOc1ccc(C)cc1[N+](=O)[O-]	-1.3	6.6	0.9	12.1	9.8	-0.1	1.8	2.0	2.9
CCc1ccc(NC(=O)c2cc(C)nn2-c2ccccc2)cc1	7.0	12.6	-0.4	-1.6	16.8	0.4	-3.9	2.5	-5.6
Cc1[nH]c2ccccc2c1C(=O)COC(=O)C1CCC(=O)N1 (stereo unspecified)	5.7	1.0	-3.0	-0.5	18.6	-2.0	-7.6	-2.1	16.8
CCn1c(SCC(=O)NC2CCCc3ccccc32)nnc1-c1cccs1 (stereo unspecified)	1.3	-2.5	-3.1	39.4	9.2	-2.3	-3.2	1.1	9.0
CCn1c(C)nc2cc(C(=O)NNC(=O)Nc3ccc(Cl)cc3)ccc21	4.3	-7.5	7.1	-8.1	-45.6	0.3	-0.8	-0.3	-35.9
O=C(Nc1cc(Cl)cc(Cl)c1)c1coc(=O)c(Br)c1	-13.3	1.3	-3.3	19.6	-3.1	-1.8	1.5	2.6	16.0
C=C(C)C1CC=C(C)/C(=N\NC(=O)CNc2ccccc2OC)C1 (stereo unspecified)	-15.5	8.2	-3.8	-12.0	-4.7	-0.7	38.5	1.9	-7.8
CC(NC(=O)C1CCCCC1)C(c1cccs1)N1CCN(C)CC1 (stereo unspecified)	0.9	3.7	0.4	11.5	0.4	0.9	-2.6	1.2	-18.1
COc1ccccc1C(=O)N1C(CC(=O)Nc2ccccc2C)C(=O)NC2CCCCC21 (stereo unspecified)	10.2	14.5	-1.9	-14.4	-5.8	-3.9	3.5	3.3	14.2
CCCCc1c(O)nc(SCC(=O)c2ccccc2)n(-c2ccccc2OC)c1=O	21.9	11.7	4.9	0.2	-1.6	-1.2	-3.4	-0.1	6.9
O=C(CNC(=O)OCc1ccccc1)NC1CCCCNC1=O (stereo unspecified)	5.3	-1.5	1.9	-19.9	10.0	-1.3	1.4	-1.4	0.0
COc1ccccc1NC(=O)COC(=O)CCc1ccc(S(=O)(=O)N2CCOCC2)cc1	-19.3	4.5	-4.7	2.1	7.5	-2.7	-4.0	0.1	3.1
Nc1nnc(CSCc2ccc(F)cc2)s1	1.9	10.8	4.0	-6.5	5.1	0.3	-8.6	1.5	27.8

Laid out differently: entries from further up
SMILES | Mdm2-MdmX inh | CCR6 antag | CXCR6 block | Gli-Sufu block | Jurkat NFkB inh | XBP1 UPR activ | EBI2 antag | CHOP UPR activ | 697 NFkB inh
CCOC(=O)c1ccc(N2C(=O)C=CC2=O)cc1 | 2.0 | 113.2* | 101.0* | 12.6 | 2.0 | -4.4 | 3.5 | 46.7* | -2.1
O=C(O)c1[nH]c2ccccc2c1CC(=O)N1CCOCC1 | 10.8 | -1.4 | 0.4 | 5.7 | -4.2 | -0.2 | -1.0 | 2.1 | 4.2
CCc1ccc(OC(C)C(=O)N(Cc2ccco2)C2CCS(=O)(=O)C2)cc1 (stereo unspecified) | 6.2 | 2.1 | 1.2 | -2.6 | -2.5 | -2.4 | -3.0 | -1.8 | -5.0
COc1ccc(NC(=O)C(C)N2C(=O)c3ccccc3C2=O)c(OC)c1 (stereo unspecified) | 0.1 | -0.3 | 7.5 | 1.9 | -9.0 | -3.4 | 1.8 | -0.9 | 0.3
Cc1cccc(NC(=O)c2ccc(NCC3CCCO3)c([N+](=O)[O-])c2)c1 (stereo unspecified) | 13.9 | 26.7 | 5.7 | -5.7 | -18.7 | -1.3 | 6.6 | 4.8 | -5.2
COc1ccccc1NC(=O)CSCC(=O)N1c2ccccc2CCc2ccccc21 | 20.8 | 16.8 | -2.7 | -5.1 | 3.4 | -1.3 | 4.5 | -0.8 | -4.4
CCN(CC)S(=O)(=O)c1cccc(C(=O)OCC(=O)c2ccc3c(c2)NC(=O)CO3)c1 | 33.2 | 3.4 | -10.2 | 1.2 | 17.8 | -5.0 | 8.7 | -0.9 | -5.7
COCCCNCCCCOc1ccc(C)cc1[N+](=O)[O-] | -1.3 | 6.6 | 0.9 | 12.1 | 9.8 | -0.1 | 1.8 | 2.0 | 2.9
CCc1ccc(NC(=O)c2cc(C)nn2-c2ccccc2)cc1 | 7.0 | 12.6 | -0.4 | -1.6 | 16.8 | 0.4 | -3.9 | 2.5 | -5.6
Cc1[nH]c2ccccc2c1C(=O)COC(=O)C1CCC(=O)N1 (stereo unspecified) | 5.7 | 1.0 | -3.0 | -0.5 | 18.6 | -2.0 | -7.6 | -2.1 | 16.8
CCn1c(SCC(=O)NC2CCCc3ccccc32)nnc1-c1cccs1 (stereo unspecified) | 1.3 | -2.5 | -3.1 | 39.4 | 9.2 | -2.3 | -3.2 | 1.1 | 9.0
CCn1c(C)nc2cc(C(=O)NNC(=O)Nc3ccc(Cl)cc3)ccc21 | 4.3 | -7.5 | 7.1 | -8.1 | -45.6 | 0.3 | -0.8 | -0.3 | -35.9

(next part)
SMILES	Mdm2-MdmX inh	CCR6 antag	CXCR6 block	Gli-Sufu block	Jurkat NFkB inh	XBP1 UPR activ	EBI2 antag	CHOP UPR activ	697 NFkB inh
C/C(=N\N1CCN(Cc2ccccc2)CC1)c1ccco1	-4.6	11.9	1.7	4.0	-12.5	0.2	0.2	3.6	-4.8
Cc1ccc2nc3c(cc(C(=O)NCCc4ccccc4)c(=N)n3CCCN3CCOCC3)c(=O)n2c1	28.3	25.4	15.2	11.9	12.7	-0.4	11.1	2.0	5.5
COc1ccc(CNC(=O)CN(C(=O)CCC(=O)Nc2nccs2)c2ccccc2C)cc1	16.1	6.7	10.1	28.2	1.7	-4.4	7.0	1.1	9.7
COc1ccc(CNC(=O)c2coc(=O)c3ccccc23)cc1	2.3	3.1	-2.5	-4.1	-1.7	-5.3	-6.7	1.0	20.4
Cc1ccc(C2C(C#N)=C(N)SC(N)=C2C#N)o1	-4.7	.	.	.	-4.8	2.6	.	-2.4	-2.0
COC(=O)NC(=C(Cl)Cl)S(=O)(=O)c1ccccc1	54.6*	34.4	-6.4	.	30.7	7.5	0.3	13.1	-46.5

Record cards (already shown):
Listed for CCn1c(SCC(=O)NC2CCCc3ccccc32)nnc1-c1cccs1 (stereo unspecified) = Mdm2-MdmX inh: 1.3; CCR6 antag: -2.5; CXCR6 block: -3.1; Gli-Sufu block: 39.4; Jurkat NFkB inh: 9.2; XBP1 UPR activ: -2.3; EBI2 antag: -3.2; CHOP UPR activ: 1.1; 697 NFkB inh: 9.0
Listed for COc1ccc(CNC(=O)COC(=O)c2ccc3ncsc3c2)cc1OC = Mdm2-MdmX inh: 14.2; CCR6 antag: 4.0; CXCR6 block: -4.4; Gli-Sufu block: -4.9; Jurkat NFkB inh: 2.9; XBP1 UPR activ: -1.5; EBI2 antag: -2.5; CHOP UPR activ: 0.3; 697 NFkB inh: 0.2

Rows are unselected; about 5% have a hit in one of these screens.
